Screening data: PubChem, Johns Hopkins Ion Channel Center
KCNQ2 inh: KCNQ2 channel blockers in CHO-K1 cells – cell-based, FluxOR thallium flux, B-score, primary screen (AID 2156). O88943. 20 min; active compounds read low. B-score at 10 µM. 310,000 compounds, 1.1% hits;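 active = fluorescence ratio B-score at most minus 3 library SDs, with starting brightness B-score within 2 library SDs, cut at about -5.5 in these data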
Kir21 inh: Kir2.1 (mouse) channel inhibition. P35561. HEK293-Kir2.1, FluxOR thallium flux fluorescence; active compounds read low. B-score at 10 µM. 310,000 compounds, 0.85% hits;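 active = fluorescence ratio B-score at or below minus 3 SD of library scores, with starting-brightness B-score within 2 SD, cut at about -4.2 in these data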;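 note: channel flux triggered by added potassium and thallium sulfate stimulus; B-score of peak minus minimum fluorescence over baseline after thallium stimulus; more negative B-score means stronger Kir2.1 block with less thallium influx; some compounds called inactive have numbers as strong as hits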
* marks the source's active call; other numbers are inactive results; i = inactive; & = joins results of further samples. Some of the compounds tested. The share of hits here may be higher or lower than overall.

(1) c1ccc(CC2=NCCN2)cc1
(2) Cc1cc(-c2ccccc2)nnc1NCCN1CCOCC1
(3) Oc1ccc(/C=C/c2cc(O)cc(O)c2)cc1
(4) NC(=O)c1cccc(-c2cc(Nc3ccc(OC(F)(F)F)cc3)ncn2)c1
(5) C/C=C(/C)C(=O)O[C@@H]1c2c(ccc3ccc(=O)oc23)OC(C)(C)[C@@H]1OC(=O)/C(C)=C\C
(6) CC1(C)Cc2c(sc(NC(=S)NC(=O)c3ccccc3)c2C(=O)O)CO1

Screen / compound no.	1	2	3	4	5	6
KCNQ2 inh	i	i	i	i	i	i
Kir21 inh	-1.65	0.73	0.32	0.32	0.43	0.39

Fetched by structure from above:
(2) Cc1cc(-c2ccccc2)nnc1NCCN1CCOCC1
(1) c1ccc(CC2=NCCN2)cc1
(6) CC1(C)Cc2c(sc(NC(=S)NC(=O)c3ccccc3)c2C(=O)O)CO1
(4) NC(=O)c1cccc(-c2cc(Nc3ccc(OC(F)(F)F)cc3)ncn2)c1
(5) C/C=C(/C)C(=O)O[C@@H]1c2c(ccc3ccc(=O)oc23)OC(C)(C)[C@@H]1OC(=O)/C(C)=C\C

Screen / compound no.	2	1	6	4	5
KCNQ2 inh	i	i	i	i	i
Kir21 inh	0.73	-1.65	0.39	0.32	0.43

Carrying on.
(7) Cc1nc2ccccn2c(=O)c1CCN1CCC(C(=O)c2ccc(F)cc2)CC1
(8) CC(COc1ccccc1)NC(C)C(O)c1ccc(O)cc1 (stereo unspecified)
(9) CN1CCOC(c2ccccc2)c2ccccc2C1 (stereo unspecified)
(10) O=S(=O)(c1cccc2cnccc12)N1CCCNCC1
(11) COc1ccc(/C=C/C(=O)Nc2ccccc2C(=O)O)cc1OC
(12) CCc1cc(=O)oc2c(CNC(Cc3ccccc3)C(=O)O)c(O)ccc12 (stereo unspecified)

Screen / compound no.	7	8	9	10	11	12
KCNQ2 inh	i	i	i	i	i	i
Kir21 inh	-0.32	-0.58	-1.4	-1.26	1.38	-0.74

(13) CCN(CC)CCOC(=O)C1(c2ccccc2)CCCC1
(14) C=C[C@H]1CN2CC[C@H]1C[C@@H]2[C@@H](O)c1ccnc2ccc(OC)cc12
(15) CCCn1cnc2c1c(=O)n(CCCCC(C)=O)c(=O)n2C
(16) O=C(CCNNC(=O)c1ccncc1)NCc1ccccc1
(17) CC[N+](C)(CC)CCOC(=O)C(O)(c1ccccc1)C1CCCCC1 (stereo unspecified)
(18) COc1cc2c(c(OC)c1OC)-c1c(cc3c(c1OC)OCO3)[C@@H](OC(C)=O)[C@H](C)[C@H](C)C2

Screen / compound no.	13	14	15	16	17	18
KCNQ2 inh	i	i	i	i	i	i
Kir21 inh	-0.69	0.8&-0.05	-1.7	0.81	0.58	0.28

(19) NC(=O)c1cn(Cc2c(F)cccc2F)nn1
(20) CC1COc2c(N3CCN(C)CC3)c(F)cc3c(=O)c(C(=O)O)cn1c23 (stereo unspecified)
(21) C1CCC(C(CC2CCCCN2)C2CCCCC2)CC1 (stereo unspecified)
(22) Cn1c(=O)c2c(ncn2CC2OCCO2)n(C)c1=O
(23) OC(C#CCN1CCCC1)(c1ccccc1)c1ccccc1
(24) Cc1ccc(CN2CCN(Cc3cccc4nccnc34)CC2CCO)cc1 (stereo unspecified)

Screen / compound no.	19	20	21	22	23	24
KCNQ2 inh	i	i	i	i	i	i
Kir21 inh	-0.8	0.74	-7.52*	0.53	-1.03	2.19

(25) c1ccc(CN(CC2=NCCN2)c2ccccc2)cc1
(26) OCCN1CCN(CCCN2c3ccccc3Sc3ccc(Cl)cc32)CC1
(27) COc1ccc(C(=O)NCc2ccc(OCCN(C)C)cc2)cc1OC
(28) O=C(CCN1CCC(c2ccccc2)C1)c1ccc2c(c1)OCCO2 (stereo unspecified)
(29) C=C[C@@H]1CN2CCC1C[C@@H]2[C@@H](O)c1ccnc2ccc(OC)cc12 (stereo partly specified)
(30) CCC(C)n1ncn(-c2ccc(N3CCN(c4ccc(OCC5COC(Cn6cncn6)(c6ccc(Cl)cc6Cl)O5)cc4)CC3)cc2)c1=O (stereo unspecified)

Screen / compound no.	25	26	27	28	29	30
KCNQ2 inh	i	i	i	-6.16*	i	i
Kir21 inh	0.24&-0.5	-5.59*	1.12	-2.34	0.15	-1.17

Ordered by formula weight (lowest first): 3 of the compounds above.
(29) C=C[C@@H]1CN2CCC1C[C@@H]2[C@@H](O)c1ccnc2ccc(OC)cc12 (stereo partly specified)
(27) COc1ccc(C(=O)NCc2ccc(OCCN(C)C)cc2)cc1OC
(26) OCCN1CCN(CCCN2c3ccccc3Sc3ccc(Cl)cc32)CC1

Screen / compound no.	29	27	26
KCNQ2 inh	i	i	i
Kir21 inh	0.15	1.12	-5.59*

(further entries)
(31) CCOc1ccc(C(=O)OCCN(CC)CC)cc1
(32) CCN(CC)CCNC(=O)c1cc(Cl)c(N)cc1OC
(33) O=C(c1ccc(F)cc1)C1CCN(CCn2c(=O)[nH]c3ccccc3c2=O)CC1
(34) O=C(NCCc1c[nH]c2ccccc12)c1cccnc1
(35) CC[n+]1c(C)sc2cc(OC)ccc21
(36) CN1CCN(CCC(=O)N2c3ccccc3Sc3ccc(C(F)(F)F)cc32)CC1
(37) CN(C)CCOC(C)(c1ccccc1)c1ccccn1 (stereo unspecified)
(38) CC(=O)NC(Cc1ccccc1)C(=O)O (stereo unspecified)
(39) Cc1c(NC(=O)c2cccnc2)c(=O)n(-c2ccccc2)n1C

Screen / compound no.	31	32	33	34	35	36	37	38	39
KCNQ2 inh	i	i	i	i	i	i	i	i	i
Kir21 inh	0.05	0.26	0.16	0.82	-1.09	-2.22	-0.97	1.1	-2.53
